Screening results: PubChem BioAssay, several laboratories
PostGolgi yeast: growth inhibition of a yeast mutant, post-Golgi transport screen | AID 739 | 98,000 compounds, 0.9% hits | inhibition, % at 10 µM | post-Golgi transport phenotypic cell assay; in the data active means inhibition above about 30%;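 further: yeast cells grown in 1536-well plates; yeast grown about 18 h at 30C before absorbance read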
Ecoli WT expand: blocks growth of wild type E. coli BW25113. AID 710. 98,000 compounds, 0.15% hits. growth inhibition, % at 100 µM. OD600 absorbance;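 active means growth inhibition above about 50% at one test dose, limit read from the data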;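 further: growth measured after 20 h incubation at 37 °C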
CYP2C9 activ: CYP2C9 (human) activation. activation factor at 5 µM. recombinant CYP2C9, luciferin-H conversion, luminescence; hits give high values; factor 1 = untreated enzyme, 0 = blocked. P11712. 96,000 compounds, 1.4% hits. AID 1024;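 active means activation factor of 2 or more for CYP2C9 at a 5 µM dose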;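 further: 0 = sulfaphenazole-blocked wells and 1 = vehicle-only wells; values of inactives mirror those of a sister screen read the other way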
Target sequence (P11712 whole entry, looked up): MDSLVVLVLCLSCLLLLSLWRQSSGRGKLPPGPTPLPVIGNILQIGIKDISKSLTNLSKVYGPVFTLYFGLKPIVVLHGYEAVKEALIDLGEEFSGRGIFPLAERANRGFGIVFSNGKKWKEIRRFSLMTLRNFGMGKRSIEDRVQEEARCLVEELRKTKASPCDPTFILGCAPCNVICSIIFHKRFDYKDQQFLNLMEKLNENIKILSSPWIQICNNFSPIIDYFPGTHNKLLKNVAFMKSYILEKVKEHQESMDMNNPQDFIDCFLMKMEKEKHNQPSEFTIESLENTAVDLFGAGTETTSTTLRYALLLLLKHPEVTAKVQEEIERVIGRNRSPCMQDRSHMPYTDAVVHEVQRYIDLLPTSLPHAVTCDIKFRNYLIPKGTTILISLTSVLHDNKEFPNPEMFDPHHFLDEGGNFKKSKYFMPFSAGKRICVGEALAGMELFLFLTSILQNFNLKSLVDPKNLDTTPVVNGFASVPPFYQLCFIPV
PLAP act: activates human placental alkaline phosphatase | purified PLAP enzyme, luminescent substrate read-out; hits give high values | activation fold at 20 µM | 96,000 compounds, 1.2% hits | AID 696; in the data active means activation fold above about 2
Target sequence (P05187 whole entry, looked up): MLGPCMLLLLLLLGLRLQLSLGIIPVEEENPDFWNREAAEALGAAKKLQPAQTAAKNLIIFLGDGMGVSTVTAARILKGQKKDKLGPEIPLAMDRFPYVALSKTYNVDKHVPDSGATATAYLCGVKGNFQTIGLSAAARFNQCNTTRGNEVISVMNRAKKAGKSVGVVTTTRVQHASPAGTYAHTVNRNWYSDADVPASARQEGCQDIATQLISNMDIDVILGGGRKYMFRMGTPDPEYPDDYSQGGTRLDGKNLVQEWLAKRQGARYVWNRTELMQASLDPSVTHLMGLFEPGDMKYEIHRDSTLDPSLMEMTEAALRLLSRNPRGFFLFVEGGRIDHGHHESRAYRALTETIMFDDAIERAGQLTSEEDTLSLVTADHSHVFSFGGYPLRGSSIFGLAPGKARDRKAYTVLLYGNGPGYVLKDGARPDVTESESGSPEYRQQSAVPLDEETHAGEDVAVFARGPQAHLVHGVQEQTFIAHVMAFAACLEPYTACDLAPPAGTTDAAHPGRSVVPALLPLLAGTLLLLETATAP
Pyk2 oligo antag: blocks oligomerization of human Pyk2 in cells | Q14289 | Q293 cells, Pyk2 FERM NanoBiT luminescence; hits give low values | z-score (the deposit names both 25 µM and 10 µM) | 99,000 compounds, 0.83% hits | AID 1347419;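 active means Z-score of -3 or lower, scaled per plate to the spread of control and sample wells; inactive means z-score above -3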;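 further: negative z-score means lost luminescence so less FERM oligomerization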
CYP2C19 activ: activators of human cytochrome P450 2C19; 96,000 tested, under 10 active; P33261; AID 1025; activation factor at 5 µM; recombinant CYP2C19, luciferin-H EGE luminescence; hits give high values; 0 = fully inhibited enzyme, 1 = untreated enzyme;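 active means activation factor of at least 2 at 5 µM in the primary screen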;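 further: 0 = wells with 2.5 mM tranylcypromine and 1 = vehicle-only wells; values of inactives mirror those of a sister screen read the other way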
EphB4 ephrin blk: antagonists of human EphB4-ephrin-B2 interaction; inhibition, % at 7 µM; EphB4 LBD / TNYL-RAW-Alexa532 peptide, fluorescence polarization; 97,000 compounds, 0.15% hits;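 active means inhibition above the screen-wide mean inhibition plus 3 SD, cut at about 15% in these data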;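 further: 0% = DMSO wells and 100% = excess unlabeled TNYL-RAW peptide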
CYP2C9 inhib: blocks human cytochrome P450 2C9; P11712; CYP2C9 Supersomes, luciferin-H conversion, luminescence; inhibition, % at 5 µM; 96,000 compounds, 20% hits; AID 777;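 active means blocking of liver enzyme CYP2C9 beyond about 50% at 5 µM, limit read from the data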; further: values of inactives mirror those of a sister screen read the other way
CYP2C19 inhib: inhibitors of human CYP2C19. P33261. CYP2C19 Supersomes, luciferin-H EGE luminescence, 30 min. inhibition, % at 5 µM. 96,000 compounds, 21% hits. AID 778;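 active means CYP2C19 inhibition above a set limit at 5 µM in the primary screen, cut at about 50% in these data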;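 further: plate controls were negative control wells for no effect and 2.5 mM tranylcypromine positive control for full effect; values of inactives mirror those of a sister screen read the other way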
Numbers without * were called inactive; · = not tested or not shown.

The line under a structure holds: PostGolgi yeast	Ecoli WT expand	CYP2C9 activ	PLAP act	Pyk2 oligo antag	CYP2C19 activ	EphB4 ephrin blk	CYP2C9 inhib	CYP2C19 inhib
> O=C(CSc1nnc(Cn2c(=O)sc3ccccc32)n1-c1ccccc1)N1CCOCC1
    20	2	0.9	1.4	0.08	0.9	11	15	6
> N=c1n(CC(=O)O)c2ccccc2n1Cc1ccccc1Cl
    0	-2	1.2	1.2	0.58	1.1	8	-24	-14
> CCOC(=O)n1c(=O)n(Cc2ccccc2)c2ccccc21
    12	3	0.8	0.9	0.53	0.3	10	18	70*
> O=C(Cn1c(=O)oc2cc(S(=O)(=O)N3CCOCC3)ccc21)N1CCc2ccccc2C1
    -3	-1	0.9	0.9	·	1.1	-7	6	-14
> Cn1c2c(c(=O)[nH]c1=O)C(NC(=O)c1ccco1)(C(F)(F)F)C(=O)N2 (stereo not drawn)
    2	-1	1	0.9	0.27	1	-2	1	-2
> COc1cc(/C=N/Nc2nc(N3CCCC3)nc(N3CCCC3)n2)ccc1O
    -6	11	0.7	1.1	-0.61	0.8	-5	26	20
> COc1ccc(C2=NOC(C(=O)NCc3ccco3)C2)cc1 (stereo not drawn)
    3	4	1.2	1	0.49	0.8	11	-17	18
> Cc1cc(-c2nnc3sc(-c4ccc(Cl)cc4Cl)nn23)n[nH]1
    10	-2	1	1	-0.55	0.9	0	2	8
> Cc1ccc(C(=O)OCC(=O)Nc2sc3c(c2C#N)CCCC3)cc1NC(=O)c1ccco1
    13	-8	0.1	1.6	-0.87	0.7	2	91*	34
> c1ccc2c(c1)CCCN2Cc1nnnn1C1CCCC1
    -1	6	0.4	1.1	-0.55	0	-4	59*	96*
> CCOC(=O)N1CCN(C(=S)Nc2cccc(C)c2)CC1
    -7	3	1.1	0.9	0.31	0.7	-10	-6	34
> Cc1cc(CN2CCCCC2)oc1C(=O)O
    6	3	0.9	1	-0.11	0.9	-1	13	10
> Cn1c(CNC(=O)c2ccc(F)cc2)nc2ccccc21
    -10	12	1.4	1.2	·	0.3	·	-38	72*
> COCc1nnc(SCC(=O)NC(C)c2ccccc2)n1-c1ccccc1 (stereo not drawn)
    -19	0	0.4	1	2	0.4	7	55*	59*
> COc1ccc(Br)cc1CN1CCN(C(=O)c2cccc(OC)c2OC)CC1
    -10	5	0.5	1.8	-0.25	0.3	5	53*	74*

Three entries from above, sorted by their value in CYP2C9 activ, falling.
structure	CYP2C9 activ
CCOC(=O)N1CCN(C(=S)Nc2cccc(C)c2)CC1	1.1
Cn1c2c(c(=O)[nH]c1=O)C(NC(=O)c1ccco1)(C(F)(F)F)C(=O)N2 (stereo not drawn)	1
O=C(CSc1nnc(Cn2c(=O)sc3ccccc32)n1-c1ccccc1)N1CCOCC1	0.9

New compounds follow.
The line under a structure holds: PostGolgi yeast	Ecoli WT expand	CYP2C9 activ	PLAP act	Pyk2 oligo antag	CYP2C19 activ	EphB4 ephrin blk	CYP2C9 inhib	CYP2C19 inhib
> O=C(NC1CCCCC1)C(c1ccc2ncccc2c1)N(Cc1ccc2c(c1)OCO2)C(=O)c1cccs1 (stereo not drawn)
    -1	-4	0.5	1.3	-3.6*	0.5	1	54*	47
> Cc1onc(-c2c(F)cccc2Cl)c1C(=O)NCc1ccco1
    -18	0	0.8	0.9	0.53	0.7	-1	15	32
> O=C1C2CC=CCC2C(=O)N1c1ccc(OCC(O)Cn2nnc3ccccc32)cc1 (stereo not drawn)
    1	-3	0.6	1.2	1.3	0.8	4	40	16
> CC1CCCN(CCC(=O)c2ccc(Br)cc2)C1 (stereo not drawn)
    3	3	0.9	0.9	0.42	0.6	-1	8	42
> COCc1n[nH]c(=S)n1-c1ccccc1
    4	-1	1	0.8	0.45	0.9	3	4	12
> COc1ccc(C(=O)Cc2cc(OC)c(OC)cc2[N+](=O)[O-])c(OC)c1
    6	2	1.4	1	0.97	0.9	-3	-38	14
> CCCNc1nc2c(c(=O)n(C)c(=O)n2C)n1Cc1ccc(F)cc1
    -1	4	0.8	1.3	·	0.7	0	19	33
> CC(=O)c1cc2c(cc1NC(=O)CSc1nc3ccccc3o1)OCO2
    -1	6	1.1	0.8	-0.98	1	-1	-9	-5
> Cc1nc2nc3c(cn2n1)C(=O)CC(c1ccccc1)C3 (stereo not drawn)
    -1	0	0.3	1.1	-0.42	0	-6	66*	100*
> COc1ccc(F)cc1S(=O)(=O)NC1CCCCCC1
    -1	3	0.6	1.1	-0.91	0.7	2	38	35
> O=C(Nc1ccc2nc(-c3ccc(Br)o3)[nH]c2c1)c1cccs1
    -5	-6	0.3	1.1	0.96	0.5	-7	67*	45
> Cc1ccc(CC2S/C(=C(/C#N)C(=O)NCc3ccco3)N(c3ccccc3)C2=O)cc1 (stereo not drawn)
    -9	-12	1	1.2	-0.47	1.1	5	1	-10
> COCCn1c(SCC(=O)c2ccc3c(c2)OCCO3)nnc1-c1ccco1
    -3	2	0.6	1.1	1.5	0.4	3	42	65*
> CCOc1ccc2nc(NC(=O)CCn3cccc3)sc2c1
    7	3	0.8	1	·	1.1	1	15	-9
> Cc1ccc(C2=NN3C(C2)c2ccccc2OC32C(=O)Nc3ccccc32)cc1 (stereo not drawn)
    -5	2	0.6	0.9	-0.81	0.8	3	43	24
> CCn1c(SCC(=O)c2ccc(C)cc2)nnc1-c1ccncc1
    0	-6	1	1	1.2	0.7	1	-1	34
> Cc1ccc(Nc2cc(C)nn2-c2nc(C)cc(C)n2)cc1
    -4	-5	0.8	1.3	-0.83	1	-6	17	2
> Cc1ccc(=O)n(C(C(=O)NCc2ccco2)C(=O)c2ccc(F)cc2)c1 (stereo not drawn)
    -8	-1	1.1	1.4	-0.08	0.9	-17	-9	6
> Cc1cc2oc(=O)cc(CN3CCc4ccccc43)c2cc1Cl
    -1	-1	0.4	0.9	-1	0.2	0	61*	79*
> COC(=O)c1c(-c2cccc(OC)c2)csc1N
    -7	6	1.1	1	·	0.7	·	-11	27
> COc1nc(OC)nc(N2CCC(C(=O)NCc3ccco3)CC2)n1
    -2	2	1.4	0.9	1.5	1.1	·	-38	-10
> O=C(Cc1cccs1)NCc1ccncc1
    -8	10	0.9	1.1	0.7	1	11	13	4
> Cc1onc(-c2ccccc2)c1C(=O)N1CCN(C(=O)c2ccco2)CC1
    -3	1	1.1	1	0.96	1	7	-7	-4
> COc1ccc(Cn2c(SC)nc3ccccc32)cc1[N+](=O)[O-]
    -2	-16	0.7	0.9	-0.79	0.8	-1	28	22
> CC(=O)c1ccc(Sc2ccccc2)cc1
    23	-1	1.2	1	1.2	0.8	-7	-19	17
> CCCn1c(=O)c2ccccc2n2c(SCCOc3ccccc3)nnc12
    21	3	0.6	1.7	0.59	0.5	·	42	46
> CC(C)(C)c1csc(NC(=O)c2cccs2)n1
    -5	-4	0.7	1	-1.5	0.8	-2	30	16
> COc1cccc(Oc2cnc(N)nc2-c2ccc(OC)cc2O)c1
    -1	1	0.2	0.9	-3.9*	0.2	7	79*	76*
> CCNc1cccc2c1C(=O)N(C)C2=O
    -10	6	1.1	1	0.38	0.9	·	-8	8
> Cc1cccc(NC(=S)N2CCC(c3nc4ccccc4s3)CC2)c1
    -6	-5	1.2	0.8	0.32	0.9	6	-16	8
> Cc1ccc(C(=O)NCC(=O)N2CCN(c3ncccn3)CC2)s1
    -16	4	0.3	1.3	0.41	0.6	5	72*	42
> Cc1ccc(C(=O)n2cnnc2N)cc1C
    8	-9	1.2	1.2	-0.15	1	1	-24	-2
> CCc1cc2c(=O)nc3n(c2s1)Cc1ccccc1/C3=C(/O)c1cccc([N+](=O)[O-])c1
    1	-15	0.5	1.6	0.17	1.1	5	52*	-13
> CCN(CC)CCNC(=O)C12CC3CC(CC(C3)C1)C2
    -5	0	0.8	0.8	1.6	0.9	0	22	7
> CCOCCCNC(=O)C1CCC(CNS(=O)(=O)c2ccc(F)cc2)CC1 (stereo not drawn)
    7	5	0.9	1.2	-0.17	1	-7	7	5
> COC(=O)c1cn(-c2ccc(Cl)cc2)c(=O)c2ccccc12
    -1	-10	0.3	0.9	-0.52	0.3	2	74*	69*
> Cc1ccc(C)c(OCCCN2CCCC2)c1
    -13	1	1	0.8	0.46	1	0	-2	-2
> O=c1cc(NC2CCCCCC2)[nH]c(=O)[nH]1
    -19	-1	1.1	1	-0.93	1.1	3	-12	-14
> Cc1cc(/C=N/NC(=O)C(=O)N2CCCC2)c(C)n1-c1cccc(Br)c1
    -5	2	0.6	1.3	-0.09	0.7	4	41	32
> Cc1ccc(NS(=O)(=O)c2ccc(N3C(=O)CCC3=O)cc2)cc1
    26	-6	0.6	0.9	0.36	0.4	2	44	64*
> Cc1cccc(OCC(=O)NNC(=O)CSc2ncc(C#N)c(N)n2)c1
    0	17	1	2*	-0.29	1.1	0	2	-14
> CCn1c(SCC(=O)c2ccc(O)c(O)c2)nnc1-c1ccccc1
    5	12	0.8	·	0.62	0	-9	24	98*
> O=C(Nc1cccc(-c2cnc3ccccc3n2)c1)c1ccccc1
    -8	0	0.6	0.9	0.08	0.9	-4	45	10
> CC1(C)CC(=O)C(C(c2ccncc2)C2C(=O)CC(C)(C)CC2=O)C(=O)C1
    ·	·	0.8	1	1.3	1	-6	15	2
> COc1cc(N2CN=c3s/c(=C\c4ccccn4)c(=O)n3C2)cc(OC)c1OC
    -2	7	0.4	1.6	0.53	0.8	·	56*	22
> COc1ccc(Cl)cc1N1C(=O)C2CCCN2C1c1cccc(F)c1 (stereo not drawn)
    -16	5	1.4	1.6	·	0.5	3	-37	54*
> Cc1ccc(C(=O)NCCCNCCCN(C)C)cn1
    17	4	1	0.8	0.6	1	0	-3	-2
> N#Cc1ccccc1CSc1ccccn1
    7	11	1	1	-0.19	0.4	5	5	56*
> Cc1cc(C)cc(OCc2nnc(SCC(=O)c3ccccc3)o2)c1
    -5	-6	1	1	2.5	1	-2	-2	0
> Cc1cc(C)c2cc(C#N)c(SCC(=O)NCc3ccco3)nc2c1
    23	-1	0.3	1.1	-0.46	0.7	0	71*	29
> CC(=O)C1=C(C)NC(SCC(N)=O)=C(C#N)C1c1cccs1 (stereo not drawn)
    11	0	1	1	1.8	1	10	3	1
> CCc1ccccc1-n1c(-c2ccncc2)n[nH]c1=S
    6	-12	0.3	1.1	-0.08	0.3	·	68*	68*
> Cc1ccc(-c2nn(-c3cc(Cl)ccc3[N+](=O)[O-])c(=O)c3ccccc23)cc1C
    1	-15	0.7	1.1	-0.57	0.8	-7	33	24
> O=C(CSc1ncnc2c1oc1ccccc12)NCc1ccc(F)cc1
    -15	-2	0.3	0.9	·	0.3	1	72*	65*
> COc1cc(NC(=O)CCc2ccccc2)c(C(=O)O)cc1OC
    4	-2	0.8	1.2	-2.4	1	·	18	1
> CCC(=O)Nc1cc(-c2nn(C)c(=O)c3ccccc23)ccc1N1CCCCC1
    0	9	0.2	1.3	0.92	0.6	4	81*	37
> COc1ccc(/C=C2/CCOC2=O)cc1
    2	10	1.1	0.9	1.2	1.1	-5	-13	-10
> O=C(O)C1CCCCC1C(=O)NCc1cn2ccccc2n1 (stereo not drawn)
    -1	-4	1	1	·	1.2	-5	-1	-16
> CCC1CCCCN1CCCNC(=O)c1ccc2c(=O)n(Cc3ccc(OC)cc3)c(=O)[nH]c2c1 (stereo not drawn)
    23	0	0.9	1.7	-0.21	0.9	10	8	9
> O=C(O)c1ccc(C(=O)O)c(C(=O)c2ccccc2)c1
    4	1	0.8	1	0.68	0.8	1	20	15
> C=CCN(CC=C)S(=O)(=O)c1ccc(NC(=S)NC(=O)c2ccc(-c3ccccc3)cc2)cc1
    1	-31	0.4	1.2	1.1	0.7	-4	62*	34
> CCCOC(=O)Nc1nnc(CCC)s1
    20	10	0.9	1	-0.15	1	6	10	5
> Clc1ccc(-n2nnnc2CN2CCCCC2)cc1Cl
    -5	0	0.9	1	0.11	0.7	8	12	28
